# Compound activity as filed in PubChem.
# HepG2 tox: HepG2 cytotoxicity, counter-screen for TGF-b inhibitors; HepG2 CAGA-GFP viability, ATP luminescence, 18 h; Potency, µM (doses to about 46.1 µM), for inactives: top-dose activity change, negative = cytotoxicity, most hits filed as cytotoxic; 410,000 compounds, 0.76% hits; AID 588856; further: potency means the concentration at half of the fitted maximal effect; some results filed as inactive show a strong effect at the top dose
#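 HepG2 CAGA-GFP cells (1000/well, DMEM with 1% FBS) received compound, then TGF-beta at 500 pg/mL final, and were incubated 18 hours at 37 degrees C. Viability was read by CellTiter-Glo luminescence. Media-only wells were set as complete cell-killing and DMSO as no toxicity.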
# TGFb inhibitor: TGF-b pathway inhibition; HepG2 CAGA-GFP TGF-b/SMAD3 reporter, GFP fluorescence, 18 h; TGF-beta stimulated, 500 pg/mL final; Potency, µM (titrated, usually from 46.1 µM), for the others: at the top dose activity, negative = inhibition, hits mostly inhibitors; 410,000 compounds, 1.2% hits; further: potency means the concentration at half of the fitted maximal effect; on the % scale 0 is the no-effect control and ±100 the full control effect; nearly all actives have a fitted effect of over 65% in size
#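 HEPG2 CAGA-GFP reporter cells (1000/well, DMEM with 1% FBS) received compounds, then recombinant TGF-beta at 500 pg/mL final for 18 hours at 37 degrees C. Per-cell GFP summed per well was normalised to unstimulated and stimulated DMSO controls before curve fitting.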
# MmCpn inh: inhibitors of Methanococcus maripaludis chaperonin (MmCpn); purified Mm-Cpn ATPase, ADP Transcreener TR-FRET; Potency, µM (highest dose often 76.9 µM), for the others: at the highest dose activity, negative = inhibition, hits mostly inhibitors; 330,000 compounds, 0.031% hits; AID 504842; further: potency means the concentration at half of the fitted maximal effect; on the % scale 0 is the no-effect control and ±100 the full control effect; nearly all actives have a fitted effect of over 80% in size
#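 Inhibition of chaperonin ATP hydrolysis is measured as reduced ADP production, detected by competitive TR-FRET in which signal falls with ADP. Final enzyme 25 nM and ATP 10 uM, reacted 30 min at 37°C.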
# CCT chaperon mod: cytosolic chaperonin activity modulation. purified chaperonin ATPase assay, HTRF ADP detection, 30 min. AID 651819. activity change, % (no concentration beside the values), hits read low. 360,000 compounds, 0.3% hits; in the data active means activity change below about -30%; further: on the % scale 0 is the no-effect control and ±100 the full control effect
#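 Enzyme 40 or 20 nM (batch-dependent) in Tris pH 7.4/KCl/MgCl2/DTT; cpd 76 uM single point; ATP 10 uM; 30 min 37 °C; Transcreener ADP HTRF detection, 30 min RT; ratio 665/615.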
# Nrf2 inh: blocks Nrf2 signaling. A549 ARE-Fluc reporter, luciferase luminescence, 18-24 h. Potency, µM (series often up to 46 µM), for the others: at the top dose activity change, negative = inhibition, actives largely listed as inhibitors. 360,000 compounds, 2.1% hits. AID 504444; further: potency means the concentration at half of the fitted maximal effect; on the % scale 0 is the no-effect control and ±100 the full control effect; nearly all actives have a fitted effect of over 60% in size
#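 Nrf2 activity is the BugLite luminescence, read 15 min after reagent at room temperature, following CellTiter-Fluor cytotoxicity readout (30 min, 37C). Compound titrations were applied for 18-24 h to 5000 A549 ARE_Fluc cells/well in 5% FBS OPTI-MEM.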
# ATXN viability: cell viability loss in ATXN counter-screen; S2 cells (HEK-293 line with an ATXN2-luciferase reporter) viability, CellTiter-Fluor protease fluorescence, 24 h; Potency, µM (titrated, usually from 56.7 µM), usual class: cytotoxic; 400,000 compounds, 0.49% hits; AID 651635; further: potency means the concentration at half of the fitted maximal effect; nearly all actives have a fitted effect of over 40% in size
# A549 tox: counter-screen for Nrf2 inhibitors: cytotoxicity in A549 cells; Potency, µM (titrated, usually from 46 µM), without a hit: at the top dose activity change, negative = cytotoxicity, usual class: inhibitors; 390,000 compounds, 0.16% hits; AID 504648; A549 ARE-Fluc cells, CellTiter-Fluor viability, 18-24 h; further: potency means the concentration at half of the fitted maximal effect; on the % scale 0 is the no-effect control and ±100 the full control effect
#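 A549 ARE_Fluc cells in 5% FBS OPTI-MEM were exposed to compounds in concentration-response for 18-24 h at 37 deg C. Viability was read by CellTiter-Fluor fluorescence (Ex 405/Em 525) after 30 min, before the luciferase read.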
# Nrf2 activator: activates Nrf2 signaling; AID 624171; Potency, µM (titrated, usually from 46.1 µM), for the others: at the top dose activation, hits mostly activators; AREc32 ARE-luciferase reporter (MCF7-derived line), luminescence, 24 h; 410,000 compounds, 0.31% hits; further: potency means the concentration at half of the fitted maximal effect; % of control where 0% means no effect; nearly all actives have a fitted effect of over 65% in size
#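 Cells of the AREc32 ARE-luciferase line are plated in OPTI-MEM containing 5% FBS and left overnight at 37 deg C. Compounds are pinned in, incubation continues 24 hr, and firefly luciferase signal is then measured.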
# Akt phos inh: inhibitors of Akt phosphorylation; Neuro2A IGF-stimulated pAkt S473 HTRF, 20 min; stronger effect = lower value; activity change, % for hits at 50 µM; 360,000 compounds, 0.32% hits; in the data active means activity change below about -80%; inconclusive means mostly about -51% to -80%; further: on the % scale 0 is the no-effect control and ±100 the full control effect
#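 Neuro2A cells (4,500/well, DMEM with 0.5% FBS) were treated with compound at a single 50 µM final concentration, stimulated with 6 nM IGF for 20 min at 37 °C, and lysed. Phospho-Akt Ser473 was read by HTRF as 665/615 ratio ×10^4.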
# Starred values were filed as active, the others as inactive; i = inactive; ? = inconclusive; · = not tested or not shown; [ ] = dose if it differs, or a comment. Unless noted, the call rests on the fitted dose curve; in most records, active means well fitted curve in the direction sought with a large enough effect; inconclusive means small, poorly fitted or top-dose-only effect, or another doubt; inactive means no such curve, though single readings can be large; an effect the other way counts as inactive or inconclusive.
SMILES,HepG2 tox,TGFb inhibitor,MmCpn inh,CCT chaperon mod,Nrf2 inh,ATXN viability,A549 tox,Nrf2 activator,Akt phos inh
O=C(c1ccccc1)N1CCN(S(=O)(=O)N2CCOCC2)CC1,-13%,-6%,3%,0.4,16%,i,4%,0.1%,i
COCCNC(=O)c1cc2sccc2n1C,-13%,-1%,0%,0.1,0%,i,4%,-0.7%,i
CN(Cc1ccc(F)cc1)C(=O)CNC(=O)c1cccs1,-4%,-19%,-1%,0.4,5%,i,1%,-0.2%,i
O=C(N/N=C/c1ccccc1)c1ccc(N2CCOCC2)c([N+](=O)[O-])c1,-1%,14%,3%,-1.8,2%,i,1%,2.2%,i
CC1CC(C)CN(C(=O)COC(=O)c2cccc([N+](=O)[O-])c2)C1 (stereo not drawn),-1%,0%,3%,1.0,7%,i,2%,0.4%,i
COc1ccc(NC(=O)CN2CCN(c3ccccc3F)CC2)cc1,0%,?,2%,1.2,?,i,6%,4.4%,i
CCOc1ccc(N(CC)C(=O)c2noc3c2COc2ccc(C)cc2-3)cc1,-7%,-6%,·,·,?,i,8%,0.2%,·
COc1ccc(CCNC(=O)NC(C(F)(F)F)C(F)(F)F)cc1OC,3%,-9%,1%,-2.7,-12%,i,-2%,-0.7%,i
CCOc1ccc(NC(=O)COC(=O)COc2cccc3c2OC(C)(C)C3)cc1,3%,23%,0%,0.8,2%,i,-2%,-1.1%,i
COC(=O)c1c(NC(C)=O)sc2c1CCN(Cc1ccccc1)C2,-19%,5%,1%,0.0,-9%,i,0%,0.2%,i
CCCCNC(=O)C1CCCN1C(=O)Nc1cccc(OC)c1 (stereo not drawn),4%,21%,1%,-26,-1%,i,-2%,-0.4%,i
CCOC(=O)c1cccc(NC(=O)CCc2c(C)nn(-c3ccc(N4CCCC4)nn3)c2C)c1,-30%,?,·,·,-19%,·,-1%,3.8%,·
Clc1ccccc1CSc1nc2ccncc2[nH]1,-41%,-7%,3%,0.3,?,i,5%,2.2%,i
COc1ccc(OC)c(-n2c(SCC(=O)NCC3CCCO3)nc3ccccc3c2=O)c1 (stereo not drawn),11%,-7%,1%,-2.8,-10%,i,-13%,0.5%,i
CC(=O)c1ccc(N2CCN(S(=O)(=O)c3ccc4c(c3)CC(C)N4C(=O)C3CCC3)CC2)cc1 (stereo not drawn),2%,-1%,·,·,23%,i,-4%,-0.4%,·
Cc1cccc(NC(=O)C(C)SCc2nc3sc(C)c(C)c3c(=O)[nH]2)n1 (stereo not drawn),-2%,-10%,-4%,-1.1,7%,i,-1%,-0.3%,i
COc1cccc2c1cc1c(=O)n(CC(=O)N3CCCC3)nc(C)n12,3%,7%,·,1.3,8%,i,0%,0.1%,i
CN(C)c1ccc2c(O)cc(=O)n(C)c2c1,-4%,-21%,-1%,-1.0,·,i,6%,0.6%,·
N#C/C(=C/c1ccc(O)cc1)c1nc(-c2ccc(-c3ccccc3)cc2)cs1,-10%,18%,·,·,-15%,i,-5%,3.1%,·
CCOC(=O)c1cnn(-c2nc3c(C)cccc3s2)c1C,8%,?,0%,1.9,?,i,-2%,3.1%,·
C/C(=N\Nc1ccc(S(N)(=O)=O)cc1[N+](=O)[O-])c1ccco1,-17%,?,-5%,0.2,?,i,-16%,4.6%,i
O=C(NNC(=O)c1cnccc1C(F)(F)F)c1ccccc1,4%,5%,0%,-2.5,-8%,i,-7%,-0.9%,i
Cc1ccc(NC2=NCC(=O)N2CCc2ccccc2)cc1C,-11%,-4%,1%,0.4,-23%,i,-1%,-0.1%,i
CCOc1ncccc1C(=O)OCC(=O)NC(=O)NC(C)C,10%,4%,0%,-2.3,-1%,·,-1%,3.5%,i
O=S(=O)(c1ccc(Oc2ccc3c(c2)OCO3)c(S(=O)(=O)N2CCOCC2)c1)N1CCOCC1,-85%,18%,·,·,-10%,·,-1%,·,·

# (listing goes on)
SMILES,HepG2 tox,TGFb inhibitor,MmCpn inh,CCT chaperon mod,Nrf2 inh,ATXN viability,A549 tox,Nrf2 activator,Akt phos inh
CC(C)(Oc1ccc(Cl)cc1)C(=O)Nc1nc2ccc(S(C)(=O)=O)cc2s1,-25%,?,·,·,-12%,?,-3%,10%,·
O=C(Nc1ccc([N+](=O)[O-])cc1)C1C(c2ccccc2)=C1c1ccccc1,-13%,10%,-1%,-2.3,12%,i,-3%,0.5%,·
O=c1c([N+](=O)[O-])cc(C(F)(F)F)cn1Cc1c(Cl)cccc1Cl,-18%,-7%,1%,-14,-23%,i,-1%,1.9%,i
COc1ccc(N2CCN(Cc3nc(-c4ccccc4)no3)CC2)cc1,4%,13%,-4%,1.7,-2%,i,-7%,-0.4%,i
CC(C)c1ccc(NC(=O)c2ccccc2NC(=O)C2CC=CCC2C(=O)O)cc1 (stereo not drawn),-10%,0%,0%,-1.1,?,i,6%,0.4%,i
Cc1cccc(C(=O)NCC(c2ccco2)N(C)C)c1 (stereo not drawn),1%,5%,0%,-1.0,1%,i,3%,7.8%,i
COc1ccccc1NC(=O)C1CCN(C(=O)c2sc3nc[nH]c(=O)c3c2C)CC1,-14%,-17%,·,·,·,·,-16%,3.6%,·
COc1ccc(N=C2NC(=O)/C(=C\C=C\c3ccccc3)S2)cc1,-14%,-7%,-4%,-6.1,-24%,i,-16%,0.8%,i
O=C(Nc1nc2c(s1)CCCCCC2)Nc1ccc(F)cc1F,-16%,-3%,·,·,·,i,0%,6.5%,·
COc1ccc(S(=O)(=O)N2CCN(c3ccc4nnc(-c5ccc(F)cc5)n4n3)CC2)cc1,-26%,?,1%,-29,?,?,-16%,0.8%,i
Cc1c(F)cccc1NS(=O)(=O)c1cccs1,-18%,-18%,·,·,·,i,-2%,0.3%,·
CCCc1nc2sc3ccccc3c(=O)c2c(=O)n1Cc1ccccc1,-52%,-7%,·,-0.3,5%,i,-3%,2.7%,i
CCN1CCN(CC(=O)c2cc(Cl)ccc2Cl)CC1,0%,-2%,1%,-1.4,9%,i,9%,2.0%,i
CCN(c1ccc(NC(=O)COC(=O)c2ccc(S(=O)(=O)N3CCCC3)cc2)cc1)C(C)C,12%,30%,1%,-2.9,-4%,i,-2%,0.3%,i
COc1ccc(CNC(=O)CN(Cc2ccccc2OC)C(=O)c2csnn2)cc1,-4%,-1%,-3%,-1.5,7%,i,-8%,0.3%,i
c1ccc(-c2cnc(C3CCCCC3)o2)cc1,-5%,-7%,·,0.3,0%,i,-3%,0.1%,i
NC(CO)c1csc(NC(=O)Nc2cccc(Cl)c2)n1 (stereo not drawn),1%,-4%,·,-1.8,·,i,·,4.2%,i
Cc1cccc(N2CCN(C(=O)c3cc4c(=O)[nH]c5ccc(C)cc5c4s3)CC2C)c1 (stereo not drawn),-4%,21%,·,·,1%,i,7%,0.2%,·
COc1ccc(-n2nc(C(=O)NCC(=O)N3CCCCCC3)c3ccccc3c2=O)cc1,2%,5%,0%,1.8,13%,i,-9%,3.0%,i
O=c1[nH]c(N2CCN(c3ccccc3)CC2)nc2c1CCCC2,11%,4%,0%,0.9,?,i,-13%,-0.5%,i
COc1ccc(C(C)(O)c2nc(-c3ccoc3)cs2)cc1 (stereo not drawn),-5%,17%,·,-0.2,·,i,·,?,i
COc1ccc(S(=O)(=O)NCC2CCCO2)cc1Cl (stereo not drawn),-1%,4%,2%,-1.0,11%,i,-4%,0.0%,i
Cc1cc(C(=O)NP(=O)(N2CCOCC2)N2CCOCC2)c(C)n1-c1ccc(N(C)C)cc1,-3%,3%,-5%,-2.1,-8%,i,3%,0.5%,i
Cc1ccc(S(=O)(=O)N2C[C@H]3C(=O)C[C@@H](c4ccccc4)N(S(=O)(=O)c4ccc(C)cc4)[C@H]3C[C@H]2c2ccccc2F)cc1,-35%,-13%,·,2.4,·,i,·,0.5%,i
Cc1cc(C)c(OCC(=O)N(Cc2ccccc2)C2CCS(=O)(=O)C2)c(C)c1 (stereo not drawn),-34%,?,0%,-0.2,-19%,i,-2%,-0.3%,i

# An excerpt from above in order of their number in MmCpn inh, largest number first:
SMILES	MmCpn inh
COc1ccc(S(=O)(=O)NCC2CCCO2)cc1Cl (stereo not drawn)	2%
O=c1[nH]c(N2CCN(c3ccccc3)CC2)nc2c1CCCC2	0%
Cc1cc(C(=O)NP(=O)(N2CCOCC2)N2CCOCC2)c(C)n1-c1ccc(N(C)C)cc1	-5%

# Next section
SMILES,HepG2 tox,TGFb inhibitor,MmCpn inh,CCT chaperon mod,Nrf2 inh,ATXN viability,A549 tox,Nrf2 activator,Akt phos inh
COC(=O)c1sc(NC(=S)NC(=O)c2ccccc2Cl)nc1C,-7%,-14%,-9%,-8.4,28%,i,-2%,5.7%,i
CCOC(=S)SCc1cn2cccc(C)c2n1,2%,-1%,4%,0.3,?,i,-1%,2.7%,i
Cn1nnc(NC(=S)NC(=O)c2cccs2)n1,9%,-15%,-7%,2.6,6%,i,0%,-0.2%,i
CCN(CC)S(=O)(=O)c1ccc(Nc2cc(C)nc3ncnn23)cc1,-13%,-1%,2%,1.7,2%,i,-11%[1.84 µM],-0.2%,i
Nc1cccc2c3c(oc12)CCCC3,-21%,-20%,0%,-0.3,6%,i,-10%,-0.3%,i
CCOc1ccc(NS(=O)(=O)c2ccc3ncsc3c2)cc1,13%,0%,2%,0.3,-17%,i,0%,-0.6%,i
CCn1c(SCC(=O)OC)nnc1-c1c[nH]c2ccccc12,-2%,10%,-2%,0.5,7%,i,-6%,-0.2%,i
Cc1ccccc1NC(=O)CSc1nc(-c2ccccc2)cc(=O)[nH]1,8%,10%,-1%,1.8,-29%,i,-21%,0.2%,i
